# Screening data deposited in PubChem BioAssay by several laboratories.
# PG9 Ab binder – binders of HIV-1 gp120 antibody PG9, primary screen, biochemical, TR-FRET | HIV-1 gp120 / PG9 antibody interaction | TR-FRET gp120-PG9 antibody binding | inhibition, % at 6.7 µM | hit rate 0.43% among 360,000 | AID 624416, 2012; in the data active = inhibition above about 8.5%
# NPR2 activator – human GC-B receptor activators, primary screen, HEK293 GC-B cells, cGMP TR-FRET, EC30 CNP | 0% at EC30 CNP, 100% saturating CNP | activation, % at 10 µM | hit rate 0.11% among 370,000 | AID 1920062, 2024;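 active = activation at 10 µM reaching about 35% in either raw or pattern-adjusted values, limit read from the data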
# ASAP1 GAP inh – inhibitors of human ASAP1 ArfGAP activity, primary screen, biochemical, fluorescence polarization | Arf-GAP with SH3 domain, ANK repeat and PH domain-containing protein 1 (Homo sapiens), … | ASAP1-stimulated ARF1 GTP hydrolysis, GDP FP detection | inhibition, % at 16.5 µM | hit rate 0.19% among 360,000 | AID 624377, 2012; in the data active = inhibition above about 25%;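 note: 0% = vehicle with enzyme and substrate and 100% = no enzyme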
# Target sequence (Q9ULH1 325-724 limits assumed): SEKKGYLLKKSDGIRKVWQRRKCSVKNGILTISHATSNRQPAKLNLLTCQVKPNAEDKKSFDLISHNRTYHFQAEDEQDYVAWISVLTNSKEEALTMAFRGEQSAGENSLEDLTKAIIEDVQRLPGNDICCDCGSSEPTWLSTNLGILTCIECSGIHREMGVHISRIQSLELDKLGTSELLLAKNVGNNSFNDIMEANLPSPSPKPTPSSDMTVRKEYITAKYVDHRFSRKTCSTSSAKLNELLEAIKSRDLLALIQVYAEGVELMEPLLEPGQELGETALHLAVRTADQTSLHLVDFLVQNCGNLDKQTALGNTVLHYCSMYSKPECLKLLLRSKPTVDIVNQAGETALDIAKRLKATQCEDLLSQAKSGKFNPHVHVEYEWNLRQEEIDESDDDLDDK
# rCAG binder – binders of r(CAG) RNA repeats, primary screen, biochemical, fluorescence | hit rate 1.3% among 370,000 | inhibition, % at 3 µM | r(CAG) RNA repeat, TO-PRO-1 dye displacement fluorescence;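 active = inhibition above the plate cutoff, the mean of all test compounds on that plate plus 3 SD, cut at about 35% in these data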;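 note: 0% = DMSO alone and 100% = 100 µM mitoxantrone as full dye displacement; higher means more dye released from RNA so lower well fluorescence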
# NR1D1 modulator – modulators of Rev-erb alpha DNA binding, primary screen, biochemical, FITC-DNA, fluorescence polarization, uHTS; Nuclear receptor subfamily 1 group D member 1 (Homo sapiens), P20393; Rev-erbα–FITC-DNA binding, 90 min; activity, % at 10 µM; hit rate 0.79% among 370,000; AID 1259318, 2017;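 active = activity above about 14%, limit read from the data; passing the limit was not always enough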;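 note: 0% = DMSO wells with 35 nM protein and 100% = DMSO wells with 750 nM protein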
# ARFGAP1 inhibitor – inhibitors of rat ARFGAP1 GAP activity, primary screen, biochemical, fluorescence polarization, GDP tracer. ADP-ribosylation factor GTPase-activating protein 1 (Rattus norvegicus), Q62848. Arfgap1-stimulated ARF1 GTP hydrolysis, GDP FP detection. inhibition, % at 16.5 µM. hit rate 0.26% among 360,000. AID 651572, 2012;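 active = inhibition above a per-plate limit, mean inhibition of low control wells plus 3 SD, cut at about 25% in these data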;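 note: 0% = DMSO wells with enzyme and 100% = wells lacking Arfgap1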
# Target sequence (Q62848 1-136 limits assumed): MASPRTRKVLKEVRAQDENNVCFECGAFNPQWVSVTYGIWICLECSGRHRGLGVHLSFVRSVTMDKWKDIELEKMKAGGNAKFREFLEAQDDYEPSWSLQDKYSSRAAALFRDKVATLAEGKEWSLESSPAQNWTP
#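 material = rat Arfgap1 catalytic domain, aa 1-136 | also added = human ARF1(Δ1-17)-GTP substrate | compound dosing = one concentration, 16.5 µM, DMSO 1.26% | times = GTP hydrolysis reaction 2 h at 25 °C | measured by = FP, GDP Alexa 633 tracer displaced from anti-GDP antibody, 620/688 nm | evaluation = percent inhibition of Arfgap1-stimulated GTP hydrolysis | replication = single well per compound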
# SMARCA2 activ – SMARCA2 (BRM) function activators, primary screen, cell-based, luminescence, high throughput. MG213 cells, MMTV-luciferase reporter, dexamethasone, overnight. activation, % at 9.1 µM. hit rate 1% among 370,000; in the data active = activation above about 7.8%;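 note: 0% = vehicle wells and 100% = reference activator wells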
# HTRA1 inhibitor – HTRA1 serine protease inhibitors, primary screen, biochemical, fluorescence polarization, HTS; Q92743; recombinant HTRA1, FP-rhodamine activity-based probe; inhibition, % at 5.96 µM; hit rate 0.5% among 340,000; AID 504803, 2011; in the data active = inhibition above about 36%;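 note: 0% = enzyme with DMSO and 100% = wells lacking enzyme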
# NPR1 activator – GC-A stimulated cGMP production enhancers – HEK293 GC-A cells, cGMP TR-FRET, EC30 ANP, primary screen; Atrial natriuretic peptide receptor 1 (Homo sapiens), P16066; 0% at EC30 ANP, 100% saturating ANP; activation, % at 10 µM; hit rate 0.14% among 370,000; in the data active = activation above about 40%
# ABHD4 inh – ABHD4 inhibitors, primary screen, biochemical, fluorescence polarization, mouse | (Lyso)-N-acylphosphatidylethanolamine lipase (Mus musculus), Q8VD66 | purified mABHD4, FP-Rh probe fluorescence polarization | inhibition, % at 8.92 µM | hit rate 0.54% among 370,000;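 active = inhibition exceeding the mean over every tested compound plus 3 SD, cut at about 30% in these data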;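 note: 0% = plate median of compound wells and 100% = S159A mutant with DMSO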
# Target sequence (Q8VD66 whole entry, looked up): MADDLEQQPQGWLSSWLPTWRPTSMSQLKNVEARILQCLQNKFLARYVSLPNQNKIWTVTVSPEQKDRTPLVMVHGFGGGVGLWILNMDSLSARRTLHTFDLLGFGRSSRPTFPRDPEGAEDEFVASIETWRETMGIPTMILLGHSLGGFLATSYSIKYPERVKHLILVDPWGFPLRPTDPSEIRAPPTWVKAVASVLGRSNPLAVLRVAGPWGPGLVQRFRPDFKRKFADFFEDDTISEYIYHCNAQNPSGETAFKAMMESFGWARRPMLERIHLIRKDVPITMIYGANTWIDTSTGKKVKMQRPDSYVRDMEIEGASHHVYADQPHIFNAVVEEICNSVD
#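 Doses – 8.92 µM, single dose · Material – wild-type mouse ABHD4 protein · Replication – single well per compound (singlicate) · Measure – percent inhibition of probe binding, normalized to plate controls · Schedule – 45 min compound pre-incubation plus 60 min probe step, 25 °C · Detection – fluorescence polarization with parallel and perpendicular emission, 525/598 nm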
# Active calls of the source: *; · = no result given.
SMILES,PG9 Ab binder,NPR2 activator,ASAP1 GAP inh,rCAG binder,NR1D1 modulator,ARFGAP1 inhibitor,SMARCA2 activ,HTRA1 inhibitor,NPR1 activator,ABHD4 inh
COC(=O)c1ccc(Cn2cnc3c(cnn3-c3ccc(C)c(C)c3)c2=O)o1,1.2,-15,-13,-1,2,-7,-2,-2,-2,1
CCCC(C(=O)Nc1ccc(C)c(S(=O)(=O)N2CCOCC2)c1)c1ccccc1 (configuration not stated),-0.2,-5,4,0,-1,10,3,-17,-1,-11
O=C(C1CC1)N1CCN(c2nc3ccccc3s2)CC1,0.7,-6,5,-2,-2,1,1,7,-7,-3
O=C(CN1CCN(C(=O)C2CCC2)CC1)Nc1ccc(F)cc1,2.5,1,-4,-1,-6,9,0,7,0,8
CN(C1=NS(=O)(=O)c2ccccc21)c1ccc(OC(=O)c2ccccc2F)cc1,0.0,-3,3,0,-9,-2,2,5,-4,-7
O=C(NCc1ccc(F)cc1)N1[C@H]2CC[C@@H]1C=C(c1ccc(F)cc1OCc1ccccc1)C2,-1.1,1,8,3,-3,-2,6,-22,-6,2
COC(=O)c1ccc(C)c(NC(=O)Cc2ccc([N+](=O)[O-])cc2)c1,-2.2,-9,15,0,5,-4,1,·,2,3
CCN(CC)C(=O)CC[C@H]1CC[C@]2(CCCN(Cc3ccc(Cl)cc3)C2)O1,·,-6,·,-2,0,·,0,·,-2,-4
Cc1ccc(C(N)=Nc2ccccc2)cc1,0.7,1,-9,1,-2,-5,-1,6,-2,1
Cc1ccccc1NC(=O)Oc1cccc(OC(=O)c2ccccc2)c1,-2.1,1,2,0,2,9,0,-3,8,-1
COc1cc(/C=C/C(=O)Nc2cccc(S(=O)(=O)NC3=NCCCCC3)c2)ccc1OCC#N,-2.4,-2,-6,13,-2,-5,1,-30,-1,-11
O=C(CSc1ccc(-c2ccccc2)nn1)c1ccccc1,-0.6,-9,6,-2,-2,-4,1,-20,2,-9
Brc1ccc(N=NNc2ccccc2)cc1,-2.5,-9,6,5,-3,8,6,8,45*,3
Cc1cccc(N2CCN(CC(O)COc3ccccc3)CC2)c1 (configuration not stated),1.3,5,6,-1,-2,-6,-2,0,0,5
O=C(c1ccccc1)N1CCN(C(=O)N2CCCCC2)CC1,-0.7,-4,12,-2,-2,3,-2,3,0,0
COc1cc(/C=C/C(=O)O)cc(S(=O)(=O)NCc2ccc3c(c2)OCO3)c1OC,-0.2,-2,-4,4,7,11,-2,1,1,-3
CCOc1ccc(Cl)cc1S(=O)(=O)n1cnc2cc(C)c(C)cc21,0.6,-6,1,2,2,1,-5,-3,-15,-6
Cn1ncc(Cl)c(Oc2ccc(Cl)cc2)c1=O,-3.3,-1,7,0,-1,3,-3,4,-3,-4
O=C(NCCSc1ccccc1)c1ccc(CN2CCOCC2)cc1,0.9,4,-13,-8,-3,-2,0,0,1,-1
O=C(C1CCCN1S(=O)(=O)c1ccc(Cl)s1)N1CCc2ccccc2C1 (configuration not stated),·,-9,·,3,-1,·,-4,·,-4,8
Cc1cc2c(=O)n(NC(N)=O)c(C)nc2s1,-1.0,0,-6,0,-3,1,1,-3,3,4
Cc1nn(CC(=O)NC2C(=O)N3C(C(=O)O)=C(CSc4nnnn4C)CSC23)cc1Br (configuration not stated),-0.8,-1,1,1,-6,5,-2,2,4,7
CCN(CC)S(=O)(=O)c1ccc2[nH]c(=O)cc(C(=O)N(C)C3CCS(=O)(=O)C3)c2c1 (configuration not stated),-2.0,3,9,0,-1,6,-2,4,4,0
COC[C@H]1CCCN1[C@@H]1CS(=O)(=O)N[C@H]1COCc1ccccc1,-2.6,6,16,0,0,8,-2,·,-3,3
O=C(CN1CCCC1)Nc1cccc(Cl)c1,-0.3,6,13,0,-4,11,1,6,1,-1

# With a hit mark in NPR1 activator, of those listed so far:
molecule	PG9 Ab binder	NPR2 activator	ASAP1 GAP inh	NR1D1 modulator	ARFGAP1 inhibitor	SMARCA2 activ	HTRA1 inhibitor	NPR1 activator
Brc1ccc(N=NNc2ccccc2)cc1	-2.5	-9	6	-3	8	6	8	45*

# Continued.
SMILES,PG9 Ab binder,NPR2 activator,ASAP1 GAP inh,rCAG binder,NR1D1 modulator,ARFGAP1 inhibitor,SMARCA2 activ,HTRA1 inhibitor,NPR1 activator,ABHD4 inh
CCOC(=O)/C=C1\SCC(=O)N1CC(=O)NCc1ccc(OC)c(OC)c1,-0.6,-1,-6,-2,2,-1,1,2,1,0
CCN1CCN(C(=S)Nc2ccc(Cl)cc2Cl)CC1,0.7,2,6,-1,-2,3,3,-2,4,-3
Fc1ccccc1/C=N/N1CCN(Cc2ccccc2Cl)CC1,-0.9,-2,19,0,4,-1,-1,7,3,-1
O=C(CN1CCN(Cc2ccccc2)CC1)c1c[nH]c2ccccc12,1.1,5,-4,0,8,-9,2,0,0,3
CCOC(=O)C1(Cc2ccccc2C(F)(F)F)CCN(CC(O)CO)CC1 (configuration not stated),1.0,-1,-11,-7,0,1,0,16,-3,0
Cc1ccc(/C=C2\CC(C)CC3=C2NC(=S)NC3c2ccc(C)cc2)cc1 (configuration not stated),0.5,-5,4,12,-1,-11,1,-22,-10,14
O=C1c2ccccc2C(Nc2ccccc2)N1Cc1ccc2c(c1)OCO2 (configuration not stated),-0.7,-7,4,-6,-1,0,1,-12,62*,2
C=C1C(=O)O[C@@H]2[C@H]1CC[C@H](C)[C@]1(O)CCC(=O)[C@@]21C,-0.2,7,-5,0,-5,-14,-2,9,1,-1
O=c1c2ccccc2c(-c2cccc(C(F)(F)F)c2)nn1-c1ccccc1,-3.7,0,8,-1,-6,2,-1,-8,-3,-4
CC(=O)C[C@H]1c2cc(C(F)(F)F)ccc2S(=O)(=O)N1c1ccc(N(C)C)cc1,-2.0,1,-1,-1,-2,13,1,2,4,-3
COc1ccccc1CNC(=O)C1CSC2(C)CCC(=O)N12 (configuration not stated),0.9,-4,0,-1,-4,-11,-2,5,0,-2
O=[N+]([O-])c1cccc(-c2nc(-c3ccccc3)no2)c1,0.1,-1,-12,-3,-4,0,8,2,1,3
COc1ccc(C(=O)CCNc2ccc(C)c(Cl)c2)cc1,-1.4,8,0,-1,0,-9,1,4,3,-1
Clc1ccc(NCc2nncn2-c2ccccc2)cc1,1.0,0,-8,1,-2,-4,0,1,-3,-2
Nc1cc2[nH]c(=O)c3ccccc3c2cc1Br,2.4,-7,3,5,6,-1,-4,0,-6,-4
CCCCN(CC)C(=O)CSc1nc2ccccc2c(=O)n1CC1COc2ccccc2O1 (configuration not stated),-1.0,5,4,-2,-5,8,-2,-4,-3,6
C=CCN1C(=O)C(C)(C)N(C(C)=O)c2ccccc21,0.5,-3,-11,-2,8,-4,4,1,-1,5
CCc1ccc2c(c1)NC(=O)C2(C)Cc1ccccc1Cl (configuration not stated),0.8,-4,7,0,-2,-2,-4,·,-1,-10
CC(C)(C)c1ccc(C(=O)NC(=S)NNC(=O)COc2ccccc2)cc1,0.2,6,-11,8,2,-7,1,4,2,4
CS(=O)(=O)N1CCN(c2ccc(Cl)cc2[N+](=O)[O-])CC1,-0.6,3,-8,-3,4,0,-3,1,0,1
Cc1nc2ccccc2n1Cc1ccc(Cl)cc1,0.0,0,0,1,-3,-2,-5,-1,9,-1
Cc1ccc(S(=O)(=O)NCC2CCC(C(=O)NCCCN3CCC(C)CC3)CC2)cc1 (configuration not stated),-0.7,0,0,0,-1,-1,-2,4,1,-1
CCCC1=C(C(=O)OCC)C(c2ccco2)n2ncnc2N1 (configuration not stated),2.1,1,-2,-1,10,4,0,7,4,7
COc1ccc(NC(=O)N2CCN(c3ccc([N+](=O)[O-])cc3)CC2)cc1,0.3,-5,-3,1,6,-15,-2,-4,-1,5
O=C(NC1=NCCS1)c1ccc(C(F)(F)F)cc1,-0.1,0,13,-5,-1,10,2,-5,4,3
# The list goes on:
SMILES,PG9 Ab binder,NPR2 activator,ASAP1 GAP inh,rCAG binder,NR1D1 modulator,ARFGAP1 inhibitor,SMARCA2 activ,HTRA1 inhibitor,NPR1 activator,ABHD4 inh
FC(F)(F)c1ccccc1Cc1c(-c2cccc(Br)c2)nc2ccc(Br)cn12,1.4,-2,-4,19,16,3,0,·,0,-2
Cn1c(=O)c(=O)n(C)c2cc(S(=O)(=O)N3CCCC3C(=O)Nc3ccccc3F)ccc21 (configuration not stated),-3.5,2,-7,2,10,-6,0,-2,2,-6
COc1ccc(N(CC(=O)N/N=C(\C)c2cccs2)S(=O)(=O)c2ccccc2)cc1Cl,-3.2,-8,-4,5,1,-6,6,·,-4,-8
CC(=O)N(c1ccc(Cl)cc1)c1nc(C)cc(C)c1C#N,-2.1,4,-11,-5,-8,1,-1,-1,-5,1
Cc1ccccc1OCC(=O)NC(=S)Nc1ccc2c3c(cccc13)CC2,0.5,-1,-3,0,5,-2,-1,0,-1,1
O=C(NCCN1CCNC1=O)C1CCC(=O)N(CCc2ccc(Cl)cc2)C1 (configuration not stated),0.3,1,4,-3,-3,6,0,4,6,3
CCN(CC)S(=O)(=O)c1cccc(C(=O)N/N=C/c2cc(OC)c(O)c(OC)c2)c1,-3.8,-5,11,0,-3,1,3,2,-2,0
CC(C)N1C(=O)C2ON(c3ccccc3)C(c3cccs3)C2C1=O (configuration not stated),-0.5,-8,-8,-5,-1,6,-4,-6,-11,1
O=C(NNC(=O)c1ccccc1F)c1ccco1,0.1,6,1,3,-2,1,4,2,-1,9
COc1ccc(CCNC(=O)c2cc(C)oc2C)cc1,-1.0,0,3,-3,1,12,1,-7,-2,2
COc1ccccc1CN1CCCC(CN(CCN(C)C)C(=O)c2ccc(C)cc2)C1 (configuration not stated),-0.2,2,-9,-5,-4,-7,-3,2,-4,-3
CCn1nc(Cc2cccc3ccccc23)c(C#N)c1N,-3.5,-1,-6,0,2,-2,0,-12,-4,-4
CCOC(=O)c1sc(=NC(=O)CCSc2ccccc2)n(C)c1C,-1.5,2,12,-3,27*,-7,0,-7,3,-3
Cc1cccc(N(CC(=O)NCc2ccco2)C(=O)CCC(=O)Nc2nccs2)c1C,-2.5,-1,-4,0,-4,5,-1,-2,-7,-6
CNCC/C=C1/c2ccccc2CSc2ccccc21,-0.9,-19,-1,11,4,10,1,-4,-26,0
COc1cccc(C2CCCCN(C)C2=O)c1 (configuration not stated),-2.4,-3,12,-2,-8,-5,-3,-2,0,-3

# An excerpt from above, limited to rCAG binder:
smiles | rCAG binder
CC(=O)N(c1ccc(Cl)cc1)c1nc(C)cc(C)c1C#N | -5
Cc1ccccc1OCC(=O)NC(=S)Nc1ccc2c3c(cccc13)CC2 | 0
